GRK2 inh – inhibitors of human GRK2 displacing RNA aptamer; bead flow cytometry, FAM-aptamer displacement from GRK2; inhibition of aptamer binding, % at 10 µM; actives 0.59% (n = 330,000); AID 488847;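 active means inhibition of aptamer binding above 40%, roughly 3 SD of noise, on plates passing a quality check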;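 further: median bead fluorescence of bound FAM aptamer so fluorescent compounds give negative values; no value below 0 was filed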
Target sequence (P25098 whole entry, looked up): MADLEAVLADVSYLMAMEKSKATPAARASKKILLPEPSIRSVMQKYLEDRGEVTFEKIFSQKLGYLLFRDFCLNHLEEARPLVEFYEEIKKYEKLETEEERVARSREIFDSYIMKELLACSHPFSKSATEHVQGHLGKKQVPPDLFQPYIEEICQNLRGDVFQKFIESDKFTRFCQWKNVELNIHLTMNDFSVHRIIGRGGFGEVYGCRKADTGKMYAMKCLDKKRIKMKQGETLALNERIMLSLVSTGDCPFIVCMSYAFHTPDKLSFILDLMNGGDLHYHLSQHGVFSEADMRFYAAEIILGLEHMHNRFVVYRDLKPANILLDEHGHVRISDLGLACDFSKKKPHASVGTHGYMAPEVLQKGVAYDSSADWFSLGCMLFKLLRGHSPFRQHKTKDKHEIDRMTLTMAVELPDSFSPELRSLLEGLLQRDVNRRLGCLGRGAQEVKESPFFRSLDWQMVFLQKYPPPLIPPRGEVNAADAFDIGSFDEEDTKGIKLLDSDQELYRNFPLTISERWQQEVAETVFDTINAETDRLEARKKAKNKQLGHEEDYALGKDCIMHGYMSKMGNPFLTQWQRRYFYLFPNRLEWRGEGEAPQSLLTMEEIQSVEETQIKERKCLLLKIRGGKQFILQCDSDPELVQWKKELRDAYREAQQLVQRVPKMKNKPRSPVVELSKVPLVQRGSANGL
AGP1-GFP MLPCN – modulators of TOR pathway AGP1-GFP in S. cerevisiae; S. cerevisiae AGP1-GFP multiplex flow cytometry, 3 h; GFP as percent of DMSO wells; GFP response vs DMSO, % at 10 µM; actives 0.02% (n = 320,000); AID 2066;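 active means GFP response relative to DMSO above a set limit, near screen average plus 3 SD, cut at about 150% in these data; inconclusive means fewer than 70 cells counted for the yeast strain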;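 further: median GFP channel fluorescence of the gated AGP1 strain per well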
CR mimetic SO – caloric restriction mimetics inhibiting age-related superoxide in yeast | superoxide response (% of plate mean), % at 10 µM | AID 2690 | S. cerevisiae aged cells, superoxide DHE fluorescence; hits give low values | actives 0.18% (n = 330,000);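 active means superoxide response under a set limit, about three screen SD below normal, cut at about 65% in these data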;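 further: yeast aged for seven days with compound at 30 °C before DHE staining; 100% = average MFI of all compound-treated wells on the plate with controls excluded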
LAP4 TOR yeast – modulators of TOR pathway LAP4-GFP in S. cerevisiae; S. cerevisiae LAP4-GFP multiplex, flow cytometry GFP, 3 h; median GFP as percent of DMSO wells; GFP response vs DMSO, % at 10 µM; actives 0.34% (n = 320,000); AID 2023;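 active means GFP response vs DMSO above a set limit, about the screen mean plus 3 SD, cut at about 150% in these data; inconclusive means under 70 cell events counted for the yeast strain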
VLA-4 inh – inhibition in a human VLA-4 binding assay; P13612; VLA-4 expressing cells, ligand binding flow cytometry; inhibition, % (about 7 µM as worked out from the volumes in the protocol); actives 0.2% (n = 330,000); in the data active means inhibition above about 50%
CIT2 TOR yeast – alters CIT2-GFP fluorescence in TOR pathway yeast screen; S. cerevisiae CIT2-GFP strain, flow cytometry, 3 h; 100 means same as DMSO wells; GFP response vs DMSO, % at 10 µM; actives 0.065% (n = 320,000);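 active means GFP response relative to DMSO above a set limit, near the screen mean plus 3 SD, cut at about 150% in these data; inconclusive means Fewer than 70 cells measured for a yeast strain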;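 further: ratio of well median GFP fluorescence to mean of DMSO wells on the plate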
RPL19A-GFP yeast – alters RPL19A-GFP fluorescence in TOR pathway yeast screen. S. cerevisiae RPL19A-GFP strain, flow cytometry, 3 h; hits give low values. percent response vs DMSO, % at 10 µM. actives 0.3% (n = 330,000);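 active means percent response vs DMSO below 50%; inconclusive means fewer than 70 events counted for the yeast strain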;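 further: median channel GFP fluorescence of the barcoded RPL19A-GFP strain; ratio of sample median GFP to plate DMSO average so 100% = DMSO; lower means less RPL19A-GFP as with rapamycin TOR inhibition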
MEP2 TOR yeast – yeast TOR pathway MEP2-GFP modulation. S. cerevisiae MEP2-GFP strain, flow cytometry GFP, 3 h; 100% = DMSO control level. actives 0.51% (n = 330,000). AID 2016. GFP response vs DMSO, % at 10 µM;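 active means GFP response versus DMSO above a set limit, roughly screen mean plus 3 SD, cut at about 180% in these data; inconclusive means fewer than 70 cells counted for a yeast strain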;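 further: median GFP fluorescence of the barcode-gated MEP2-GFP cells per well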
* hit, by the source's call; ? = inconclusive; . = no result given; [ ] = dose if it differs, or a comment. Random draw from the library; 1.7% or so of the library scored in one or more.

Codes – A = GRK2 inh; B = AGP1-GFP MLPCN; C = CR mimetic SO; D = LAP4 TOR yeast; E = VLA-4 inh; F = CIT2 TOR yeast; G = RPL19A-GFP yeast; H = MEP2 TOR yeast
> CC(=O)Nc1ccc(S(=O)(=O)N2CCC3(CC2)OCCO3)cc1
  A: 0; B: 97; C: 115; D: 97; E: -6; F: 101; G: 100; H: 103
> CC(C)(C)c1ccc(OCc2ccc(C(=O)Nc3cccnc3)o2)cc1
  A: 1; B: 99; C: 108; D: 109; E: 9; F: 105; G: 102; H: 110
> CCCN(CCC)C(=O)c1cc([N+](=O)[O-])cc2c1-c1ccc([N+](=O)[O-])cc1C2=C(C#N)C#N
  A: 3; B: 104; C: 109; D: 112; E: 1; F: 109; G: 96; H: 92
> COc1ncnc2c1oc1nc(CC(C)C)c3c(c12)CC(C)(C)OC3
  A: 0; B: 101; C: 88; D: 95; E: -5; F: 106; G: 103; H: 99
> COc1ccc(CS(=O)(=O)CC(C)(O)c2ccc(Cl)cc2)cc1 (stereo unspecified)
  A: 0; B: 95; C: 104; D: 91; E: 8; F: 100; G: 98; H: 96
> COc1ccc(C)cc1NC(=O)CN1CCN(S(=O)(=O)c2ccc(Cl)cc2)CC1
  A: 4; B: 96; C: 103; D: 96; E: 15; F: 94; G: 93; H: 95
> CCCC(=O)Nc1nn(C)c2nc3cc(C)ccc3cc12
  A: 1; B: 90; C: 98; D: 97; E: -10; F: 85; G: 94; H: 91
> Cc1ccc(C2C(C(=O)c3cccs3)=C(O)C(=O)N2c2cccc(C)n2)cc1 (stereo unspecified)
  A: 3; B: .; C: 92; D: .; E: -2; F: .; G: 99; H: 106
> N#C/C(=C\c1ccc(Cl)s1)C(=O)N1CCN(c2ccccc2)CC1
  A: 0; B: 92; C: 113; D: 99; E: -13; F: 94; G: 96; H: 99
> CCc1ccc(OCC(O)CNC(C)(C)C)cc1 (stereo unspecified)
  A: 0; B: 105; C: 101; D: 99; E: 20; F: 104; G: 99; H: 96
> Cc1cc(C(=O)NNC2CC(=O)N(c3ccc4ccccc4c3)C2=O)c(C)o1 (stereo unspecified)
  A: 0; B: 110; C: 113; D: 105; E: -1; F: 94; G: 97; H: 100
> CCN1C(=O)N(C(C)=O)C2C1N(C(C)=O)C(=O)N2C(C)=O (stereo unspecified)
  A: 3; B: 101; C: 91; D: 101; E: -2; F: 95; G: 101; H: 106
> CSCCC(NC=C1C(=O)OC(C)(C)OC1=O)C(=O)O (stereo unspecified)
  A: 0; B: 99; C: 95; D: 99; E: -11; F: 97; G: 93; H: 97
> CNc1cc(CSC)nc(SCc2ccc(Cl)c(Cl)c2)n1
  A: 3; B: 96; C: 106; D: 104; E: -18; F: 98; G: 99; H: 104
> COc1ccccc1C1NC=C([N+](=O)[O-])C=C1[N+](=O)[O-] (stereo unspecified)
  A: 1; B: 103; C: 150; D: 101; E: -6; F: 123; G: 113; H: 102

Record cards, from the list above. Order of screens: GRK2 inh | AGP1-GFP MLPCN | CR mimetic SO | LAP4 TOR yeast | VLA-4 inh | CIT2 TOR yeast | RPL19A-GFP yeast | MEP2 TOR yeast
Listed for COc1ccc(C)cc1NC(=O)CN1CCN(S(=O)(=O)c2ccc(Cl)cc2)CC1 = 4 | 96 | 103 | 96 | 15 | 94 | 93 | 95
Listed for CC(C)(C)c1ccc(OCc2ccc(C(=O)Nc3cccnc3)o2)cc1 = 1 | 99 | 108 | 109 | 9 | 105 | 102 | 110
Listed for Cc1ccc(C2C(C(=O)c3cccs3)=C(O)C(=O)N2c2cccc(C)n2)cc1 (stereo unspecified) = 3 | . | 92 | . | -2 | . | 99 | 106
Listed for CC(=O)Nc1ccc(S(=O)(=O)N2CCC3(CC2)OCCO3)cc1 = 0 | 97 | 115 | 97 | -6 | 101 | 100 | 103

(cont.)
Codes – A = GRK2 inh; B = AGP1-GFP MLPCN; C = CR mimetic SO; D = LAP4 TOR yeast; E = VLA-4 inh; F = CIT2 TOR yeast; G = RPL19A-GFP yeast; H = MEP2 TOR yeast
> C=CCOCCN(CC)CC
  A: 0; B: 97; C: 93; D: 93; E: 9; F: 96; G: 104; H: 102
> COc1ccc(CNC(=O)COc2cc3c(c4oc(=O)cc(C)c24)CCC(C)(C)O3)cc1
  A: 4; B: 97; C: 87; D: 95; E: 9; F: 102; G: 95; H: 102
> Cc1cc(NC(=O)CCC(=O)NNC(=O)c2ccc(C(C)(C)C)cc2)no1
  A: 0; B: 100; C: 104; D: 95; E: 16; F: 104; G: 107; H: 97
> CCC(C(=O)OCC(=O)NC(=O)c1ccccc1)c1ccccc1 (stereo unspecified)
  A: 2; B: 101; C: 91; D: 99; E: 0; F: 95; G: 93; H: 96
> CNC(=S)N1CCc2cc(OC)c(OC)cc2C1COc1ccc(F)cc1 (stereo unspecified)
  A: 2; B: 101; C: 120; D: 107; E: -7; F: 95; G: 102; H: 104
> Cc1ccc(OCCCn2c(=O)sc3ccccc32)cc1
  A: 1; B: 98; C: 94; D: 99; E: 6; F: 103; G: 101; H: 98
> CCCCNC(NCCCC)=C(S(=O)(=O)CC)S(=O)(=O)CC
  A: 0; B: ?; C: 103; D: 89[may fluoresce violet]; E: -4; F: ?; G: 64[may fluoresce violet]; H: 230*[may fluoresce violet]
> CC(C)(C)C(=O)Nc1ccc(S(=O)(=O)Nc2ccccn2)cc1
  A: 0; B: 98; C: 97; D: 109; E: 8; F: 100; G: 93; H: 106
> CCn1c(SCC(=O)c2cc(OC)ccc2OC)nnc1C1CC1
  A: 0; B: 92; C: 107; D: 94; E: 0; F: 89; G: 97; H: 92
> CCCCNC(=O)OC(C)CNC(=O)Oc1cccc(C)c1 (stereo unspecified)
  A: 4; B: 104; C: 100; D: 108; E: -1; F: 109; G: 100; H: 110
> Cc1ccc2nc3c(cc(C(=O)NCCc4ccccc4)c(=N)n3CCN3CCOCC3)c(=O)n2c1
  A: 0; B: ?; C: 100; D: ?; E: -3; F: ?; G: 61[may fluoresce violet]; H: ?
> Cc1ccc(C2CC(=O)NC(SCc3ccccc3)=C2C#N)o1 (stereo unspecified)
  A: 4; B: 104; C: 98; D: 105; E: 22; F: 102; G: 97; H: 103
> O=C(NC1CCCCCCC1)c1ccccc1-c1ccccc1
  A: 0; B: 103; C: 104; D: 94; E: 25; F: 95; G: 105; H: 100
> CCOC(=O)C(O)(C1C(=O)CC(C)(C)CC1=O)C(F)(F)F (stereo unspecified)
  A: 3; B: 92; C: 102; D: 88; E: -5; F: 96; G: 96; H: 94
> C[C@H](NC(=O)c1ccco1)C(=O)NC1CCCCCC1
  A: 12; B: 98; C: 119; D: 96; E: 11; F: 91; G: 96; H: 99
> CCCCN(C)C(=O)c1c[nH]c2ccc(S(=O)(=O)N3CCOCC3)cc2c1=O
  A: 0; B: 92; C: 95; D: 96; E: -3; F: 91; G: 90; H: 89
> NS(=O)(=O)c1cc(C(=O)NNC(=O)c2ccc3c(c2)OCO3)ccc1Cl
  A: 1; B: 103; C: 78; D: 106; E: -4; F: 101; G: 94; H: 102
> COc1ccc(CC(=O)NNC(=O)c2c(-c3ccccc3Cl)noc2C)cc1OC
  A: 0; B: 108; C: 87; D: 110; E: 3; F: 103; G: 100; H: 103
> COc1cccc(NS(=O)(=O)NC(=O)c2cn(C)c3ccccc23)c1
  A: 6; B: 99; C: 90; D: 93; E: 3; F: 101; G: 98; H: 103
> Cc1ccc(C)c(OCc2cc(C(=O)N(C)Cc3ccccn3)no2)c1
  A: 5; B: 107; C: 111; D: 104; E: 5; F: 107; G: 110; H: 117
> O=C(N/N=C/c1ccco1)c1cc(-c2ccc(Cl)cc2)n[nH]1
  A: 1; B: 115; C: 114; D: 111; E: -2; F: 100; G: 98; H: 95
> CCC(C)(C)NC(=O)C1CCN(c2nc(C)cc(C)n2)CC1
  A: 0; B: 101; C: 113; D: 108; E: 20; F: 95; G: 97; H: 108
> COc1ccc(S(=O)(=O)N2CCCCC2)cc1NC(=O)C1CCCO1 (stereo unspecified)
  A: 3; B: 103; C: 96; D: 103; E: 7; F: 96; G: 96; H: 98
> NC(=O)c1ccccc1NC(=O)c1ccccc1Cl
  A: 1; B: 90; C: 98; D: 94; E: 5; F: 102; G: 96; H: 106
> CC(=O)Nc1ccc2c(c1)C(=O)N(c1ccc(C)cc1)C2=O
  A: 0; B: 101; C: 81; D: 101; E: -4; F: 103; G: 100; H: 102
> O=C(O)CSc1ccc(Oc2ccc(SCC(=O)O)cc2)cc1
  A: 3; B: 105; C: 128; D: 106; E: 10; F: 99; G: 102; H: 103
> COc1ccc(-c2cc(C(=O)OCC(=O)NC3CC3)c3ccccc3n2)cc1OC
  A: 0; B: 103; C: 140; D: 94; E: -7; F: 101; G: 101; H: 98
> Cc1cccc(-c2noc(C(C)NC(=O)c3ccco3)n2)c1 (stereo unspecified)
  A: 0; B: 87; C: 97; D: 109; E: 20; F: 93; G: 99; H: 103
> CC1CC(C)CN(CCCNC(=O)c2csc3c2CCCCC3)C1 (stereo unspecified)
  A: 0; B: 99; C: 99; D: 101; E: 15; F: 109; G: 99; H: 103
> O=C1CN(C(=O)COC(=O)c2ccc([N+](=O)[O-])s2)c2ccccc2N1
  A: 0; B: 102; C: 158; D: 99; E: 12; F: 100; G: 102; H: 105
> COc1ccc(N2CCN(C3CCCN(C(=O)c4cccc(C)n4)C3)CC2)cc1 (stereo unspecified)
  A: 0; B: 104; C: 100; D: 98; E: 8; F: 105; G: 105; H: 101
> CCC(O)(CC)C(=O)NN(C(=O)CCl)c1ccccc1
  A: 0; B: 104; C: 89; D: 93; E: 14; F: 115; G: 114; H: 108
> COC(=O)c1oc2ccccc2c1NC(=O)c1ccccc1O
  A: 3; B: 94; C: 87; D: 97; E: 1; F: 90; G: 97; H: 93
> COC(CNC(=O)c1ccc2c(c1)nc(C)n2-c1cccc(F)c1)OC
  A: 0; B: 96; C: 125; D: 102; E: 0; F: 91; G: 96; H: 105
> Cc1ccc(C(=O)NNC(=O)CCC(=O)Nc2cccc(Cl)c2C)cc1
  A: 0; B: 104; C: 92; D: 104; E: 11; F: 100; G: 103; H: 101
> CCCc1nnc(NC(=O)CS(=O)(=O)c2ccc(C)cc2)s1
  A: 0; B: 98; C: 121; D: 93; E: 8; F: 99; G: 102; H: 101
> CC(=O)Nc1ccc(SCC(=O)N(C)CC(=O)Nc2ccccc2Cl)cc1
  A: 2; B: 99; C: 97; D: 92; E: -1; F: 101; G: 98; H: 100
> CCOc1cc(S(=O)(=O)Nc2cc(C)cc(C)c2)ccc1Cl
  A: 6; B: 100; C: 76; D: 109; E: -4; F: 89; G: 96; H: 96
> COc1ccc(OC)c(C2C(C(=O)c3cccs3)=C(O)C(=O)N2CCN(C)C)c1 (stereo unspecified)
  A: 1; B: 98; C: 97; D: 99; E: 7; F: 95; G: 101; H: 102
> CCOc1ccc(S(=O)(=O)NCc2cccnc2)c2ccccc12
  A: 0; B: 98; C: 122; D: 91; E: 3; F: 99; G: 104; H: 106

Screening results: PubChem, NMMLSC
